Compound activity (PubChem BioAssay)
thrombin 1536 = thrombin (human) inhibition; alpha-thrombin, Boc-VPR-AMC fluorogenic substrate cleavage; inhibition, % at 5 µM; 220,000 compounds, 0.26% hits; AID 1046;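 active = inhibition at or above 40%; inactive = inhibition below 40%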;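 also: 0% = enzyme with no compound and 100% = wells without enzyme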
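System: Human alpha-thrombin protein | Medium: pH 7.5 Tris (50 mM) with NaCl 150 mM, Tween 20 0.05% | Times: Enzyme reaction carried out at room temperature | Detection: AMC fluorescence, 355/460 nm | Evaluation: Percent inhibition scaled between no-compound controls and no-enzyme blanks | Benchmarks: Enzyme without compound as high, wells lacking enzyme as low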
FXIa inh 1536 = inhibitors of human coagulation factor XIa | P03951 | purified FXIa, Boc-Glu-Ala-Arg-AMC fluorogenic substrate | inhibition, % at 5 µM | 220,000 compounds, 0.14% hits | AID 798;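 active = inhibition of at least 40%; inactive = inhibition below 40%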;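 also: fluorescence of freed AMC excited at 355 nm; 0% = enzyme without compound and 100% = no enzyme blank; many of its hits are not listed in these tables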
Cl transport mod = modulators of human KCC2 chloride dependent transport; KCC2 cells, thallium flux FluoZin-2 fluorescence; 190,000 compounds, 2.2% hits; B-score of Tl+ flux slope (higher = more flux/activation; lower = inhibition) at 10 µM;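 active = thallium flux slope and its plate-corrected score both differing from the plate sample mean at a set confidence after two filtering rounds, in either direction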;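 also: slope of fluorescence scaled to starting intensity during 10 to 20 s after thallium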
PERK inh = blocks human PERK kinase. Q9NZJ5. 220,000 compounds, 0.17% hits. CHO PERK-DD fusion, SEAP luminescence translation reporter. inhibition, % at 5.6 µM;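 active = inhibition above the mean inhibition of all tested compounds plus 3 SD, set separately per screening campaign, cut at about 2.9% in these data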;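 also: PERK kinase domain activated by AP20187 dimerizer at 100 nM; 0% = DMSO with dimerizer and 100% = rapamycin at 8.4 µM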
hK5 inh = kallikrein 5 (human) inhibition. recombinant hK5, fluorogenic AMC substrate cleavage. inhibition, % at 5 µM. 210,000 compounds, 0.59% hits;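 active = inhibition of 40% or more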;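 also: 0% = enzyme controls without compound and 100% = no-enzyme blanks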
Target sequence (Q9Y337 67-293 limits assumed): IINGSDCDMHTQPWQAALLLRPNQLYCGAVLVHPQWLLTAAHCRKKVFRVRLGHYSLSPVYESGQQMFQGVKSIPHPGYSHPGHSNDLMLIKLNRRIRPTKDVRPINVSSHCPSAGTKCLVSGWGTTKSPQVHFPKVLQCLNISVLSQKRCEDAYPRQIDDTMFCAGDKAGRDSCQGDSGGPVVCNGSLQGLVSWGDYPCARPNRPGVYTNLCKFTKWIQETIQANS
Wee1 stabilizer = inhibitors of human Wee1 degradation; P30291; HeLa Luc-Wee1K328M stability, luciferase luminescence; 100% = proteasome inhibitor MG132 effect; reporter increase, % at 5 µM; 220,000 compounds, 1.2% hits;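 active = activation above the mean of all tested compounds plus 3 SD, set per screening run, cut at about 8.8% in these data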;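 also: cells exposed to compound for 20 h before luminescence read; 0% = DMSO alone and 100% = MG132 at 30 µM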
Furin inhibitor = human furin inhibition; inhibition, % at 30 µM; AID 463115; P09958; purified furin, fluorogenic substrate cleavage; 220,000 compounds, 0.061% hits; in the data active = inhibition above about 25%; also: inactives centre near -15
Target sequence (P09958 108-714 limits assumed): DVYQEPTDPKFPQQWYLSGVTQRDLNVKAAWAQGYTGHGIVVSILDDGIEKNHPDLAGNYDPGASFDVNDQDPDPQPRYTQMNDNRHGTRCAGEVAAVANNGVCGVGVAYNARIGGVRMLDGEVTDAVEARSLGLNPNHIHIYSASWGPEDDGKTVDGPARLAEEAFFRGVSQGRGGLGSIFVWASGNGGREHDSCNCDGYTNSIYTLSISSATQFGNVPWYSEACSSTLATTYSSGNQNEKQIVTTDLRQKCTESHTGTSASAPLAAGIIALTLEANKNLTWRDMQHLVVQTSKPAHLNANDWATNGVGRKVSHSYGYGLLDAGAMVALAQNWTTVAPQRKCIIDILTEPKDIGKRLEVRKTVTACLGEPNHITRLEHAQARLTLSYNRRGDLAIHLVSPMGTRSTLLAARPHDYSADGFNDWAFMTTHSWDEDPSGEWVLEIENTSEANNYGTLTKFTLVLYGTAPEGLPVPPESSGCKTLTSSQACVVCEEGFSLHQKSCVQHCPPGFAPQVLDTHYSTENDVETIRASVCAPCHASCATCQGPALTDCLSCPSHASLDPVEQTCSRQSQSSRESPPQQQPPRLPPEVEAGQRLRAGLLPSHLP
FXIIa inh = factor XIIa (human) inhibition; P00748; inhibition, % at 5 µM; AID 800; purified FXIIa, Boc-QGR-AMC fluorogenic substrate, 2 h; 220,000 compounds, 0.3% hits; in the data active = inhibition above about 40%;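 also: 0% = enzyme with no compound and 100% = blank without enzyme; many of its hits are not listed in these tables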
p97 ATPase inh = inhibitors of human p97 ATPase; P55072; AID 1481; 220,000 compounds, 0.42% hits; inhibition, % at 8 µM; recombinant p97 ATPase, Kinase-Glo ATP luminescence, 3 h; in the data active = inhibition above about 15%;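 also: 0% = DMSO vehicle and 100% = wells lacking enzyme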
An asterisk follows results filed as active; . = not tested or not shown; [ ] = another dose, or the depositor's remark.

SMILES	thrombin 1536	FXIa inh 1536	Cl transport mod	PERK inh	hK5 inh	Wee1 stabilizer	Furin inhibitor	FXIIa inh	p97 ATPase inh
Cc1nc(SCC(=O)N2CC(C)OC(C)C2)nc(C)c1C (stereo not drawn)	1	4	0.11	-0.6	1	2	-5[20 µM]	18	-7
C=CCn1c(O)c(N=NC(=S)Nc2ccccc2F)c2cc(S(=O)(=O)N3CCOCC3)ccc21	-2	35	64*	-1.3	20	0	-5	55*	1
O=C(NCCC1=CCCCC1)C1CCN(c2nc3ccccc3o2)CC1	-7	-7	-2.1	0.2	0	3	-21[20 µM]	1	0
CN1CCN(c2nc3c(c(=O)[nH]c(=O)n3C)n2Cc2cccc3ccccc23)CC1	-7	0	-0.33	-1.8	-1	-2	-1	1	-4
CC(=O)C1=C(S(=O)(=O)c2ccc(C)cc2)CS(=O)(=O)C1	1	-10	-2.5	-0.1	-22	0	-14	-2	3
O=C(NCc1ccco1)c1ccc(Cn2c(=O)c3sccc3n(Cc3cccc(F)c3)c2=O)cc1	-2	-1	-0.68	-1.1	-1	-2	-7	10	4
CCOc1cccc(C(=O)NC(=S)Nc2ccc(N3CCN(CC)CC3)cc2)c1	-7	-5	2.4	-0.7	-1	2	-16	.	-3
CN(Cc1cccs1)C(=O)COc1cccc(-n2cnnn2)c1	-2	1	.	0.6	1	2	-19	13	0
N#Cc1ccc(/C=C\c2nccc3c2[nH]c2ccccc23)cc1	-5	-14	0.53	0.3	-38	0	-25	-17	3
COc1cc(CCC(=O)OCc2nnc(-c3ccccc3)o2)cc(OC)c1OC	2	17	-0.0045	0.2	-24	-2	-23	26	-1
COc1cccc(NCc2ccc([N+](=O)[O-])s2)c1	-4	4	-0.86	-0.6	-3	7	2	2	2
COc1ccc(OCC(O)CNCc2ccco2)cc1 (stereo not drawn)	-1	0	0.3	0.7	1	-1	-14	1	1
Cc1c(C(=O)Nc2nccs2)sc2nc(-c3cccs3)cc(C(F)(F)F)c12	-1	7	0.58	-0.6	0	-1	-1[20 µM]	22	-6
Cc1cc(C)n(C(=O)c2cc3sccc3[nH]2)n1	1	19	0.3	0.9	-1	3	2	26	2
O=C(NCc1cccc(Br)c1)C1CC(c2ccccc2C(F)(F)F)=NO1 (stereo not drawn)	-5	-6	-1.1	.	-3	.	-19	2	.

Compounds shown so far that contain a furan ring, fused or not (two):
SMILES	thrombin 1536	FXIa inh 1536	Cl transport mod	PERK inh	hK5 inh	Wee1 stabilizer	Furin inhibitor	FXIIa inh	p97 ATPase inh
O=C(NCc1ccco1)c1ccc(Cn2c(=O)c3sccc3n(Cc3cccc(F)c3)c2=O)cc1	-2	-1	-0.68	-1.1	-1	-2	-7	10	4
COc1ccc(OCC(O)CNCc2ccco2)cc1 (stereo not drawn)	-1	0	0.3	0.7	1	-1	-14	1	1

Following part:
SMILES	thrombin 1536	FXIa inh 1536	Cl transport mod	PERK inh	hK5 inh	Wee1 stabilizer	Furin inhibitor	FXIIa inh	p97 ATPase inh
NC(=O)c1ccc(N=C2C(=O)Nc3ccc([N+](=O)[O-])cc32)cc1	-1	-2	-0.1	0.2	0	0	-9	5	5
CC(CN1CCN(Cc2ccccc2)CC1)OC(=O)c1ccco1 (stereo not drawn)	5	-1	0.29	0.0	1	0	-19	16	-4
CCN(Cc1ccncc1)Cc1cn[nH]c1-c1cc(OC)c(OC)c(OC)c1	1	2	.	1.3	.	1	-32	10	1
COc1ccc(NC(=O)C2CCCN(S(=O)(=O)c3cccnc3)C2)cc1 (stereo not drawn)	3	-11	1.5	0.7	-16	-3	-24	11	4
CCCCc1nnc(NC(=O)COC)s1	-1	3	0.28	0.5	1	2	-19	9	2
CCCCCCCCn1c2c(c(=N)c3ccccc31)CCC2	-10	-3	-0.77	0.1	4	1	-9	6	-4
CC(=O)Oc1ccc(C2OC(=O)c3ccccc3N2C(C)=O)cc1 (stereo not drawn)	4	2	-3	-0.5	-14	-2	-14[20 µM]	15	2
COc1ccc(NS(=O)(=O)c2ccc(NC(=S)NC(=O)c3cccnc3)cc2)nn1	1	-3	-0.15	1.2	-1	1	-22	3	5
C1CN(c2nc3nonc3n3nnnc23)CCO1	6	20	.	0.7	-8	0	-3	24	5
CN1CCN(S(=O)(=O)c2cccc(C(=O)NCc3ccc(Cl)cc3)c2)CC1	.	3	-0.69	0.4	0	-1	-20	10	1
CCN(CC(=O)NCc1cccs1)S(=O)(=O)c1cccc(C(C)=O)c1	0	-1	.	-1.2	1	0	-16	-11	5
C[C@@H]1NC(=O)[C@H](CC(N)=O)NC(=O)c2cc([N+](=O)[O-])cc(I)c2OCC[C@@H](C(=O)NC(CC(=O)O)C(N)=O)NC1=O (stereo partly drawn)	1	6	0.17	1.0	-12	-4	-12	11	-6
O=C(COC(=O)c1n[nH]c2ccccc12)Nc1ccc(S(=O)(=O)N2CCCC2)cc1	5	4	-0.068	-0.1	-9	-3	-16	13	2
N#CC1=C(N)Oc2n[nH]c(-c3cccs3)c2C1c1ccoc1 (stereo not drawn)	6	-14	-1.6	1.2	-21	0	-11[20 µM]	-3	0
CC1CCN(c2c(NCc3ccc(C(=O)NCc4ccco4)cc3)c(=O)c2=O)CC1	0	2	-0.79	0.8	-6	-1	-15	5	5
c1ccc(-c2ccccc2OCCOCCN2CCNCC2)cc1	-5	1	-0.27	1.7	-8	1	-16	3	6
Cc1cccc(OCC(=O)N2CCOCC2)c1	1	5	-0.0089	0.4	-8	4	-30	9	4
COc1ccc(NC(=O)C2CCC(CNc3c(N4CCCCC4)c(=O)c3=O)CC2)cc1OC (stereo not drawn)	-8	-8	1.5	0.3	-4	2	-25	4	-3
CCOC(=O)c1c(C)nc2c(c1-c1cc(OC)ccc1OC)C(=O)CC(C)(C)C2	3	3	0.73	-1.2	3	4	1	8	4
O=C(O)C1CCN(c2c([N+](=O)[O-])cc(C(F)(F)F)cc2[N+](=O)[O-])CC1	6	9	.	0.3	-5	0	-8[20 µM]	20	-5
CC(=O)Nc1cc(C(=O)OCC(=O)c2ccc(Cl)cc2Cl)ccc1C	3	2	0.67	-0.4	-18	-1	-19[20 µM]	15	-5
Cc1ccc(C(=O)CCC2CCCC2=O)cc1 (stereo not drawn)	-4	-3	1.3	0.5	-3	2	-16	11	1
O=C(CCCn1c(=O)[nH]c2ccccc2c1=O)Nc1ccc(F)cc1	-10	0	0.43	0.3	7	-3	-33	8	6
COc1ccc(CNC(=O)C2CCN(S(C)(=O)=O)CC2)c(OC)c1	-19	-12	0.086	-0.2	-8	-2	-24	4	-6
CCOC(=O)Cc1csc(NC(=O)c2cc(C)cc(C)c2)n1	1	2	0.91	-0.7	7	-2	-27	.	-2
Nc1nc(-c2ccccn2)nc(N)c1Cc1ccccc1F	-15	-7	-0.0048	-0.7	-70	1	-16	2	-3
O=C1C=C(NCc2ccco2)CCC1	2	-3	1.6	1.5	-10	-4	-12	12	5
COc1ccc(NC(=S)N2CCN(c3ccc([N+](=O)[O-])cc3)CC2)cc1OC	-3	9	0.14	-0.4	-1	5	-11	11	4
COc1ccc2c(c1[N+](=O)[O-])CCC/C2=N/OC(=O)c1ccccc1SC	3	3	-0.024	0.6	4	0	-10[20 µM]	16	-1
O=C(Cn1ccc([N+](=O)[O-])n1)NCc1nc2ccccc2[nH]1	-5	-8	0.94	0.1	-15	-2	-11	-2	0
Cc1ccc(-c2nnc3ccc(SC(C)C(=O)O)nn23)cc1 (stereo not drawn)	-4	6	0.48	1.2	-6	4	-25	15	4
CC(C)(C)C1CCC(C(=O)OCC(=O)Nc2ccc3[nH]c(=O)[nH]c3c2)CC1 (stereo not drawn)	0	-3	0.23	0.6	-10	0	-22	4	1
O=C(Nc1c(-c2ccccc2)nc2ccc(Cl)cn12)c1cccs1	3	6	0.3	0.7	-21	0	-17	12	6
COc1ccc(-c2onc(C)c2-c2cnn(-c3ccccc3)c2)c(O)c1	-4	0	-1	1.4	1	-1	-14	5	6
CCOC(=O)Cc1csc(NC(=O)/C=C/c2ccc(Cl)cc2)n1	-3	-3	-0.3	0.8	2	0	-21	7	-5
Cn1c(=O)c2c(nc(CN3CCN(Cc4ccccc4)CC3)n2Cc2ccc(Cl)cc2)n(C)c1=O	18	-13	-0.026	-1.2	13	0	-22	-5	-5
CN(C)c1nc(N)nc(CSc2nnnn2C)n1	1	-1	-0.44	0.4	-6	-1	-18[20 µM]	11	4
CCCCCCNC(=O)Cc1ccc(Br)cc1	-6	1	.	0.5	-7	-1	-21	4	-3
CCN1C(=O)c2ccccc2Sc2ccc(C(=O)NCCCN3CCOCC3)cc21	-4	1	-0.61	1.3	.	-1	-42	9	2
O=C(O)CCC(=O)N1CCC(C(=O)c2cccc(Cl)c2)CC1	1	3	.	0.4	-14	0	-24	16	1
Cc1ccc(C)c(NS(=O)(=O)c2ccc3c(c2)Cc2cc(S(=O)(=O)Nc4cc(C)ccc4C)ccc2-3)c1	-11	0	1.3	0.8	-14	-1	-14	6	4
O=C(O)CCC(=O)NCC1OCCc2ccccc21 (stereo not drawn)	0	6	-0.26	2.0	-16	-1	-22[20 µM]	15	3
Cc1cc(NCc2ccccc2Cl)n2nnnc2n1	-7	-2	-0.13	0.5	-7	1	-9	14	2
O=C(Cn1nnc2ccccc2c1=O)Nc1cc(C(F)(F)F)ccc1N1CCOCC1	5	5	.	-0.8	19	-1	-18	13	2
Cc1cccc(C(=O)N(Cc2nc3ccccc3c(=O)[nH]2)C2CCCC2)c1	-12	-3	0.074	-0.6	-3	0	3	1	0
COc1ccc(NC(=O)CN(C)S(=O)(=O)c2ccc3c(c2)CCC(=O)N3)c(OC)c1	2	2	.	-0.9	-4	-2	-11	7	-2
Cn1c(SCC(=O)NC(=O)Nc2ccccc2)nnc1-c1ccncc1	-8	1	0.65	0.6	8	1	-23	4	0
COc1cc(C=O)ccc1OCc1ccccc1Br	0	27	0.19	1.8	11	2	-27	12	-3
Cc1cc(N2CCOCC2)n2cc(-c3ccccc3)nc2n1	-11	-4	0.063	1.2	-5	0	-13	3	3
COC(=O)C1(C(F)(F)F)N=C(N(C)C)OC(N(C)C)=N1	1	16	.	1.2	-30	1	-14	26	-1
COc1ccc(-c2[nH]c(-c3ccccc3)nc2SCC(=O)NC2CCCC2)cc1	-4	-2	0.28	-0.9	-9	2	-6	6	0
Oc1ccc(Cl)cc1C(C#Cc1ccccc1)N1CCOCC1 (stereo not drawn)	0	-2	-0.82	-0.3	3	-2	-12[20 µM]	3	-3
O=C(Nc1ccc(OC(F)(F)F)cc1)c1ccc2ccccc2n1	10	-6	0.023	-0.4	-2	3	-30	4	-4
CCCc1cc(C(=O)Nc2cccc(C(C)=O)c2)no1	-7	0	0.19	0.7	-18	-2	-11	8	-1
O=C(NCc1ccco1)c1n[nH]c(=O)c2ccccc12	8	15	1.2	1.3	8	1	-23[20 µM]	19	4
CN1c2ccccc2C(C)(C)C12CC(c1ccc(S(=O)(=O)N3CCCCC3)cc1)=NO2 (stereo not drawn)	-13	-1	1.5	0.3	-16	-1	-18	0	2
C=CCn1c(SCc2cc(C(=O)OC)c(C)o2)nnc1-c1ccncc1	-9	0	-0.4	-0.6	-15	-2	-21	3	5

A second format for some results above.
Second line of a record: thrombin 1536	FXIa inh 1536	Cl transport mod	PERK inh	hK5 inh	Wee1 stabilizer	Furin inhibitor	FXIIa inh	p97 ATPase inh
Oc1ccc(Cl)cc1C(C#Cc1ccccc1)N1CCOCC1 (stereo not drawn)
→ 0	-2	-0.82	-0.3	3	-2	-12[20 µM]	3	-3
COC(=O)C1(C(F)(F)F)N=C(N(C)C)OC(N(C)C)=N1
→ 1	16	.	1.2	-30	1	-14	26	-1
C=CCn1c(SCc2cc(C(=O)OC)c(C)o2)nnc1-c1ccncc1
→ -9	0	-0.4	-0.6	-15	-2	-21	3	5
